# Screens: PubChem, University of Kansas High Throughput Screening Laboratory
# mHTT CaM bind: inhibitors of human mutant huntingtin-calmodulin interaction. P42858. AlphaScreen His-mHTT/GST-CaM binding, luminescence. inhibition, % at 15 µM. actives 3.6% (n = 190,000). AID 1671202;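 note: 0% = both proteins with DMSO and 100% = one protein alone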
# Pf apPOL inh: Pf-apPOL DNA polymerase inhibition; Recombinant Pf-apPOL, molecular beacon fluorescence, 1.5 h; inhibition, % at 10 µM; actives 0.25% (n = 210,000); AID 1794808
# * hit, by the source's call; / = not tested or not shown; & = joins results of further samples. Cut-off read from the data, not from the text of the source: active = inhibition above about 50%; inactive = the rest.
Compound	mHTT CaM bind	Pf apPOL inh
CCOc1ccccc1CNc1ncnc2c1nc1n2CCCCC1	4	-1
CCSc1nnc(NC(=O)c2ccoc2C)s1	5	0
COc1cc2oc(=O)cc(CN3CCOCC3)c2cc1Cl	-1	5
COc1cc(C(=O)Oc2ccc3c(c2)OC(=Cc2ccc4c(c2)OCO4)C3=O)cc(OC)c1OC	-1	-4
O=C(CCC1CCCCC1)NC1=NCCS1	-6	1
C=CCn1c(=O)c2c(ncn2CC=C)n(-c2cccc(Cl)c2)c1=O	-1	2
COc1ccc(Br)cc1CN1CCC(N2CCCCCC2)CC1	2	0
CCC(C)(C(=O)NC1CCCCC1)N(C)C(=O)C1CCC(=O)N1 (stereo not given)	-7	-1

# More results follow:
Compound	mHTT CaM bind	Pf apPOL inh
O=C(Nc1ccc2oc(-c3ccccc3)nc2c1)c1cccnc1Cl	0	6
Cc1onc(-c2ccccc2Cl)c1C(=O)NCc1ccco1	37	17
COCc1nnc(NC(=O)c2c(-c3c(Cl)cccc3Cl)noc2C)s1	1	-4
CCc1ccc(C(=O)N2CCC(CCOC)CC2)cc1	-2	-4
COC(=O)c1ccc(Oc2c(C)oc3cc(OC(=O)c4ccc5c(c4)OCO5)ccc3c2=O)cc1	-3	-7
C=CCc1c(C)nc2nc(SCC(=O)Nc3cccc(Cl)c3C)nn2c1C	14	-12
Cc1ccc2ncn(C3CCN(S(=O)(=O)c4ccc(F)cc4)CC3)c(=O)c2c1	-1	0
COc1ccc(NC(=O)c2cc3c(CO)cnc(C)c3oc2=Nc2cccc(C)c2)c(OC)c1	10	-1

# (more compounds)
Compound	mHTT CaM bind	Pf apPOL inh
COC(=O)c1ccc2c(c1)NC(=O)CO2	-3	-4
N=C1SCC(=O)N1c1ncc(Cc2ccc(F)cc2)s1	18	-3
CCC(=O)N1CCc2cc(OC)c(OC)cc2C1COc1ccc(OC)cc1 (stereo not given)	2	2
CCCCOc1ccc(C(=O)Nc2ccc(NC(C)=O)cc2)cc1	-6	-12
CCOc1ccc(CC(=O)N2CC(C(=O)NC)C3(CCCC3)C2)cc1 (stereo not given)	-2	-16
COc1ccccc1NC(=O)C1CCCN(c2nccc(C)n2)C1 (stereo not given)	7	-4
COc1cc(C2C3=C(CCCC3=O)N(C)C3=C2C(=O)CCC3)ccc1OCc1ccccc1Cl	18	-6
CN(C)CC1CN(C(=O)c2ccc3cc[nH]c3c2)CC12CCOCC2 (stereo not given)	-1	-11

# Next part.
Compound	mHTT CaM bind	Pf apPOL inh
Cc1cc(C=Nc2ccc(N3CCOCC3)cc2)c(O)c(Br)c1C	5	-4
Cc1c(-c2noc(C(=O)N3CCCCCC3)n2)oc2ccccc12	-22	0
O=C(NCc1ccc(F)cc1F)c1cc2n(n1)CCCC2	-4	0
COc1cc2c(c([N+](=O)[O-])c1)NC(c1ccccc1)CC2c1ccccc1 (stereo not given)	/	3
O=C1OC(c2cc([N+](=O)[O-])ccc2Cl)=N/C1=C\c1ccccc1Cl	-3	-7
CCOC(=O)C1C(=O)C=C(c2cccs2)CC1c1ccccc1OC (stereo not given)	-2	-1
Cc1ccc(C2=N/C(=C\c3c(F)cccc3Cl)C(=O)O2)cc1	6	2
N#Cc1c(-c2ccccc2Cl)c(C#N)c2nc3ccccc3n2c1N	-15	-8

# (list continues)
Compound	mHTT CaM bind	Pf apPOL inh
O=C(NNC(=O)c1cccs1)c1cncc(C#Cc2ccccc2)c1	/	-2
O=C(c1cccc(C(F)(F)F)c1)N1CCc2c(nc3cc[nH]n3c2=O)C1	6	2
Cc1ccc2nc(-c3cccc([N+](=O)[O-])c3)cc(C(=O)O)c2c1	8	16
COc1ccc(C=CC(=O)c2cc(C)ccc2O)c(OC)c1	67*	-5
CC(=O)N1CCc2cc(C(=O)N3CCCC3)ccc21	1	-1
O=C(O)CCC(=O)Nc1ccccc1Br	-3	-10
CS(=O)(=O)N(CC(=O)NCc1cccnc1)c1cccc(Cl)c1Cl	-2	-3
O=C(CN1C(=O)CCC1=O)N1CC(c2nc(-c3cccc(C(F)(F)F)c3)no2)C1	-2	-6

# (list continues)
Compound	mHTT CaM bind	Pf apPOL inh
OC(CN1CCCCC1)Cn1c2ccc(Br)cc2c2cc(Br)ccc21 (stereo not given)	/	-4&-3
O=C(Nc1ccc(F)cc1)c1ccc(Cl)c(Cl)c1	-35	-3
O=C1/C(=C/c2ccccc2F)Sc2ccccc21	58*	-5
COc1cc(CCC(=O)NNC(=O)C(F)(F)F)cc(OC)c1OC	/	-16
CCc1nc(-c2c(C)cc(C)nc2NC(=O)c2ccccc2Br)no1	-2	-2
COc1ccccc1C1CC(c2ccc(I)cc2)Nc2ncnn21 (stereo not given)	41	-8
Oc1oc(-c2ccc(Br)cc2)nc1C=Nc1ccccc1Cl	-1	6
O=C(Cc1ccc([N+](=O)[O-])cc1)Nc1cccc(Cl)c1	0	-17

# Further records
Compound	mHTT CaM bind	Pf apPOL inh
Cc1ccc(C(=O)N2CCN(c3ccc(F)cc3)CC2)cc1[N+](=O)[O-]	6	-9
N#C/C(=C\C=C\c1ccccc1)c1nc(-c2ccc([N+](=O)[O-])cc2)cs1	7	4
Cc1ccccc1C1CCCN1C(=O)c1ccccc1F (stereo not given)	-1	3
O=C(NCc1cccs1)C1CC(=O)N(CCc2ccccc2)C1 (stereo not given)	-3	-9
COc1ccc(NC(=O)CSC2=NC(=O)CC(C)=N2)cc1	-1	76*
C#CCNC(=O)c1nnc(N2CCCCC2C)c2ccccc12 (stereo not given)	13	-4
O=C(C1CC1)N1CCCC(c2ccnc(Nc3cccc(F)c3)n2)C1 (stereo not given)	16	-3
O=C(Nc1ccc(F)cc1)C1CC2CCC1C2 (stereo not given)	-2	2

# Next entries:
Compound	mHTT CaM bind	Pf apPOL inh
CCCC(=O)Nc1c2c(nn1-c1ccc([N+](=O)[O-])cc1)CSC2	11	-6
COC(=O)c1ccc(Cn2cnc3c(nnn3-c3ccc(OC(F)(F)F)cc3)c2=O)o1	-5	2
CCOc1cc(-c2ccccc2)[nH]c(=S)n1	/	-7&5
CC1CCc2nn(CC(=O)NCCCN(Cc3ccccc3)C(C)C)cc2C1 (stereo not given)	5	-2
Cc1nn(-c2ccccc2)nc1C(=O)N(C)c1nnc(C(F)(F)F)s1	/	-4
Cn1c(=O)c2c(NC(=O)c3ccco3)ccnc2n(C)c1=O	-8	1
O=C(Cc1ccc(NC(=O)C2CC2)cc1)NCc1cccs1	-7	-3
Cc1nc2c(C)cccn2c(=O)c1NC(=O)COc1ccc(Cl)cc1Cl	-11	1

# More compounds
Compound	mHTT CaM bind	Pf apPOL inh
CCOC(=O)NC(=S)c1ccc[nH]1	/	3
COc1ccc(-c2cc(C(=O)Nc3ccc(F)cc3)sn2)cc1	-8	-4
CCC(CC)c1nc(Cn2ccnc2C)no1	-11	-1
CCC(=O)N1CCc2cc(N3CC(C(=O)Nc4cccc(C(C)=O)c4)CC3=O)ccc21 (stereo not given)	7	-2
O=[N+]([O-])c1ccccc1S(=O)(=O)n1cccn1	7	-3
CCCCCCCNC(=O)C1CCCN(c2ncc(-c3ccc(F)cc3)cn2)C1 (stereo not given)	-2	-4
Cc1ccc2c(c1)c1c(n2CN2CCCCC2)C(=O)CCC1	-3	-7
O=c1cc(-c2ccco2)oc2ccccc12	0	-2

# 4 neighbouring compounds from above, quoted:
Compound	mHTT CaM bind	Pf apPOL inh
CCC(=O)N1CCc2cc(N3CC(C(=O)Nc4cccc(C(C)=O)c4)CC3=O)ccc21 (stereo not given)	7	-2
O=[N+]([O-])c1ccccc1S(=O)(=O)n1cccn1	7	-3
CCCCCCCNC(=O)C1CCCN(c2ncc(-c3ccc(F)cc3)cn2)C1 (stereo not given)	-2	-4
Cc1ccc2c(c1)c1c(n2CN2CCCCC2)C(=O)CCC1	-3	-7

# The results go on:
Compound	mHTT CaM bind	Pf apPOL inh
COc1ccc(NC(=O)C2CC(=O)N(c3ccc(OC)cc3)C2)cc1 (stereo not given)	7	-1
CC(C)NC(=O)CCc1nnc(-c2cccc(Cl)c2)[nH]c1=O	18	0
COc1cc(NC(=O)N2CCc3cn(C)c4cccc(c34)C2)cc(OC)c1OC	19	2
O=C(NC1CCC(NC(=O)C(F)(F)C(F)F)CC1)C(F)(F)C(F)F (stereo not given)	-3	-4
Cc1c(N=Cc2cn(C)c3ccccc23)c(=O)n(-c2ccccc2)n1C	23	-1
O=C(NCc1ccccc1F)C1CCc2sc(C(=O)N3CCCC3)cc2C1 (stereo not given)	3	0
COc1cc(NS(=O)(=O)c2ccc(NC(=O)CN3C(=O)c4ccccc4C3=O)cc2)ncn1	1	-4
COc1ccc(-c2coc3cc(OC(=O)c4ccc(Cl)cc4)ccc3c2=O)cc1OC	-1	-5

# Remaining list, next part.
Compound	mHTT CaM bind	Pf apPOL inh
COc1ccc(CCNS(=O)(=O)c2ccc(SC)cc2)cc1	-13	1
CCOc1ccccc1NC(=O)c1ccc(F)c(S(=O)(=O)N2CC(C)CC(C)C2)c1 (stereo not given)	0	-7
CCOC(=O)C1C(=O)C=C(c2cccs2)CC1c1ccccc1 (stereo not given)	-14	-1
COc1ccccc1/C=C/CN1CCN(c2ccccc2)CC1	32	-4
O=C(COc1ccccc1[N+](=O)[O-])Nc1ccc(Cl)c(Cl)c1	-4	-9
Cc1cc(NC(=O)CCN2C(=O)C3C4C=CC(CC4)C3C2=O)ccc1Br (stereo not given)	3	-8
O=C(Nc1cnc(-c2ccc(F)cc2)nc1)C1CC1	2	-1
COc1cc(C(=O)N2CCC(CC(=O)NCCN3CCCC3)CC2)cc(OC)c1OC	2	-4

# Other compounds follow.
Compound	mHTT CaM bind	Pf apPOL inh
CC(C)(C)C(=O)N1CCC(CCOc2ccc(F)cc2)CC1	-12	-5
O=[N+]([O-])c1ccc(S(=O)(=O)NCc2cccs2)cc1	1	8
CC(C)c1noc(COC2CCCN(C(=O)NCc3ccccc3)C2)n1 (stereo not given)	-14	-7
CN1CCOc2ccc(NC(=O)c3ccc(-n4cccc4)cc3)cc2C1=O	20	-11
COc1cc(OC)c(C2C(C(=O)Nc3ccccc3)=C(C)Nc3ncnn32)cc1OC (stereo not given)	0	-4
COc1ccc(-n2c(N)c(C#N)c(C#N)c2-c2cccc([N+](=O)[O-])c2)cc1	33	-4
NC(=O)COc1ccccc1C(=O)NC12CC3CC(CC(C3)C1)C2	-1	-2
COc1ccccc1CN1CCN(C(=O)c2cc(OC)c(OC)c(OC)c2)CC1	6	-2

# The results go on:
Compound	mHTT CaM bind	Pf apPOL inh
Cc1[nH]nc(-c2ccc(C(F)(F)F)cc2)c1NC(=O)CC(C)C	14	-6
O=C(NC1CCN(C(=O)c2cn(-c3cccc(F)c3)nn2)CC1)c1ccc2ccccc2n1	-10	-4
Cc1ccc(S(=O)(=O)N2CCC(c3noc(-c4cccc(F)c4)n3)CC2)cc1	-12	-7
CCOc1ccc(C(O)c2cnc(CC)n2C)cc1 (stereo not given)	2	2
CCOc1ccc(C(C)NC(=O)C2CCN(c3cncnc3N3CCOCC3)CC2)cc1 (stereo not given)	7	-2
O=C(CN1C(=O)c2ccccc2C1=O)c1ccccc1	-3	2
Cc1cccc(-c2cc(C(=O)N(C)C(C)C)no2)c1	-2	0
CCc1ccc(NC(=O)CN2CCc3ccccc3C2C(=O)N2CCCCC2)cc1 (stereo not given)	19	-6

# Next section
Compound	mHTT CaM bind	Pf apPOL inh
COc1ccc(-c2c3c(=O)n(C)c(=O)n(C)c3cn2-c2ccc(C)cc2)cc1	35	14
COc1ccc(NC(=O)C2OC3OC(C)(C)OC3C3OC(C)(C)OC23)cc1Cl (stereo not given)	1	-3
O=C(OCc1cn([C@H]2CN(C(=O)C3CCCCC3)[C@@H](c3ccccc3)C[C@@H]2O)nn1)c1ccccc1	10	-6
Cc1cc(C)cc(C(=O)N2CCC3(CC2)NC(=O)c2cc(F)ccc2N3C)c1	-1	-4
CCCn1c2ccccc2c2nnc(SCC(=O)Nc3ncccn3)nc21	11	3
O=C(Nc1ccc2c(N3CCOCC3)ncnc2c1)c1cccc(F)c1	6	0
COc1ccc(C2CC(c3ccc(Cl)cc3)n3nnnc3N2)cc1 (stereo not given)	47	0
COc1cccc2ccc(=O)n(C)c12	-4	2

# Record cards (already shown):
# `N#Cc1c(-c2ccccc2Cl)c(C#N)c2nc3ccccc3n2c1N` as listed: mHTT CaM bind = -15; Pf apPOL inh = -8
# `Cc1ccc(C(=O)N2CCN(c3ccc(F)cc3)CC2)cc1[N+](=O)[O-]` as listed: mHTT CaM bind = 6; Pf apPOL inh = -9
# `COc1ccc(-c2cc(C(=O)Nc3ccc(F)cc3)sn2)cc1` as listed: mHTT CaM bind = -8; Pf apPOL inh = -4

# Next part:
Compound	mHTT CaM bind	Pf apPOL inh
COCc1cc(C)nc2sc(C(O)c3ccccc3)c(NC(=O)c3ccccc3)c12 (stereo not given)	2	-1
COc1ccc(NC(=O)c2cccc(OCc3ccccc3)c2)c(OC)c1	-21	-4
Cc1nc2scc(C)n2c(=O)c1NC(=O)Cc1ccccc1Cl	-3	2
CNC(=O)N1CCCC(c2cccc(C(=O)N3CCN(c4ccc(C)cc4)CC3)c2)C1 (stereo not given)	25	-4
CCC(CC)C(=O)N1CCC(c2nc3cccnc3n2C)C1 (stereo not given)	-1	-5

# This is a subset; rates above refer to the full screens.
